# PhoP GFP inhibition – PhoP regulon inhibitors, Salmonella typhi PhoP promoter GFP reporter, confirmatory (AID 1850); 310,000 tested, 0.33% active; inhibition, % at 50 µM, or IC50 in µM where a hit was titrated; Salmonella Typhi PhoP-promoter GFP reporter, fluorescence, 4 h; higher % means a stronger effect; in the data active = a potency from the dose series; inconclusive = inhibition mostly from about 25% at the one dose, without a potency; inactive = the rest, 99 in 100 with inhibition below about 19%;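 also: 0% = induced wells with vehicle and 100% = uninduced wells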
# M. tuberculosis HTS – M. tuberculosis growth inhibition, HTS (AID 449762); M. tuberculosis H37Rv growth inhibition, 7H9 media; higher % means a stronger effect; inhibition, % at 25 µM, or IC50 in µM where a hit was titrated; 330,000 tested, 0.59% active; in the data active = a potency from the dose series; inconclusive = inhibition above about 70% without an active follow-up result;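 also: bacterial growth assessed after seven days of incubation; strong numbers were not always called active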
# VEEV TC-83 Vero – inhibitors of VEEV TC-83 cytopathic effect, confirmation, Vero cells (AID 588727); Vero cells, VEEV TC-83 cytopathic effect inhibition; higher % means a stronger effect; inhibition, % at 20 µM, or IC50 in µM where a hit was titrated; 350,000 tested, 0.13% active; in the data active = a potency from the dose series; inconclusive = inhibition mostly from about 14% at the one dose, without a potency; inactive = the rest, 99 in 100 with inhibition below about 12%; also: strong numbers were not always called active
# H1N1 NS1A inhibition – H1N1 influenza NS1A inhibitors, functional cell based assay (AID 504329); 340,000 tested, 0.3% active; inhibition, % at 12.5 µM; hits with a dose series show IC50 in µM; NS1A functional cell-based assay, percent inhibition; higher % means a stronger effect; in the data active = a potency from the dose series; inconclusive = inhibition above about 27% without an active follow-up result; also: strong numbers were not always called active
# M. tuberculosis – growth inhibition of non-replicating M. tuberculosis (AID 488890); Mycobacterium tuberculosis non-replicating, growth inhibition; higher % means a stronger effect; inhibition, % at 25 µM; hits with a dose series show IC50 in µM; 320,000 tested, 0.39% active; in the data active = a potency from the dose series; inconclusive = inhibition mostly from about 82% at the one dose, without a potency; inactive = the rest, 99 in 100 with inhibition below about 76%;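 also: plate controls were DMSO cells for no effect and high antibiotic wells for full effect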
# VEEV TC-83 Vero 10K pilot screen – second read-out of VEEV TC-83 Vero, no call of its own (marks repeat the call); inhibition, %; measured here: 10K pilot screen inhibition
# Active calls of the source: *; i = inactive; ? = inconclusive; . = no result given; & = joins results of further samples.
SMILES,PhoP GFP inhibition,M. tuberculosis HTS,VEEV TC-83 Vero,H1N1 NS1A inhibition,M. tuberculosis,others
C/C=C1/C[C@@H](C)[C@](O)(CO)C(=O)OCC2=CCN3CC[C@@H](OC1=O)[C@@H]23,-3%,-3%,1.1%,2%,-10%,
CCOC(=O)CC(=O)CSc1ccc2nnc(-c3ccc(C)cc3)n2n1,-12%,5%,i,6%,8%,
CCc1noc(C)c1C(=O)N1CCCC(N2CCN(c3cccc(Cl)c3)CC2)C1 (configuration not stated),-6%,-6%,i,1%,3%,
CCOC(=O)C(O)(c1ccc(N(C)C(=O)COc2ccccc2)cc1)C(F)(F)F (configuration not stated),12%,-6%,3.9%,10%,-13%,
CCC(=O)Oc1ccc(C(=O)Nc2cccc(C(=O)c3ccccc3)c2)cc1,3%,-4%,9.3%,-21%,77%,
CCOC(=O)C1CCN(C(=O)c2ccc(N(C)S(=O)(=O)c3ccc(OC)cc3)cc2)CC1,-2%,-4%,1.4%,7%,5%,
Cc1cccc(Cn2c(N3CCN(c4ccccc4)CC3)nc3c2c(=O)n(C)c(=O)n3C)c1,-4%&-5%,-1%,0.4%,14%,39%,
CN1CCN(C(=O)NC2CCCCC2)CC1,4%,1%,0.2%,-2%,-8%,
Nc1nonc1C(=O)NCCc1ccccc1,-15%,-2%,i,-4%,-10%,
CS(=O)(=O)N1CCN(c2ccccc2NC(=O)c2ccc3c(c2)OCCO3)CC1,11%,1%,2.5%,-10%,10%,
COc1ccc(C(=O)NOCc2ccccc2)cc1,9%,-11%,0.1%,4%,11%,
Cc1ccc(C(=O)NCC(=O)OCC(=O)NC2CCS(=O)(=O)C2)cc1C (configuration not stated),-6%,-9%,0.1%,-12%,-38%,
Cc1ccccc1/C=N\NC(=O)c1csnn1,-5%,17%,0.4%,0%,25%,
O=C1/C(=C\c2ccccn2)SC(=S)N1c1ccc(S(=O)(=O)Nc2nccs2)cc1,-11%,3%,2.9%,-14%,?,
COc1cccc(COc2ccc(N(C)S(=O)(=O)c3ccccc3)cc2)c1,12%,4%,0.1%,5%,25%,
O=C1C/C(=C\c2c(F)cccc2Cl)N2CCC1CC2,4%,-2%,0.7%,-12%,14%,
COc1cc(OC)c(C2=NOC(C(=O)O)C2)cc1Cl (configuration not stated),-15%,-6%,1.3%,-4%,15%,
COc1ccc(-n2nc3c(c2NC(=O)c2ccc(Br)cc2)CS(=O)C3)cc1 (configuration not stated),-15%,-3%,i,-33%,-12%,
COc1cc(/C(C)=N/NC(=O)CSc2nc3ccccc3[nH]2)ccc1O,19%,-4%,1.7%,-3%,2%,
Cc1cccc(C(=O)NCC(=O)NCCSc2ccc(Br)cc2)c1,5%,0%,1.1%,-5%,42%,
COc1ccc2sc(-c3ccc(SC)cc3)c(-c3ccc(O)cc3)c2c1,.,21%,5.1%,7%,25%,
O=c1c2ccccc2oc2cc(C#Cc3ccccn3)ccc12,-6%,-7%,1.2%,-6%,-31%,
Cc1ccc(C(=O)NC2CCCC2)s1,-8%,-12%,0.1%,-14%,56%,
Cc1ccc(C)c(N(C(=O)c2csnn2)C(C(=O)NC2CCCCC2)c2ccncc2)c1 (configuration not stated),-1%,-5%,i,10%,-9%,
COc1ccc(C(=O)Nc2ccc([N+](=O)[O-])cn2)c(OC)c1,-7%,2%,1.1%,-5%,0%,
SMILES,PhoP GFP inhibition,M. tuberculosis HTS,VEEV TC-83 Vero,H1N1 NS1A inhibition,M. tuberculosis,others
OC(CNCc1ccc2c(c1)OCO2)COc1ccccc1 (configuration not stated),-6%,2%,0.2%,3%,1%,
CC(CN1CCOCC1)C(=O)O (configuration not stated),17%,1%,1.5%,-8%,-7%,
O=C(CNC(=O)c1ccccc1F)c1ccc(Br)cc1,-4%,7%,0.4%,-4%,57%,
COc1ccc(C)cc1NC(=O)CNC(=O)Cn1ccc2ccccc2c1=O,-6%,-11%,5.2%,-8%,-12%,
COCCC(=O)N1CCCC(C(=O)c2ccccc2SC)C1 (configuration not stated),4%,1%,0.9%,-6%,-15%,
CCOc1ccc(NC(=O)CS(=O)(=O)c2cn(C)c3ccccc23)cc1,-3%,-7%,3.5%,-1%,-25%,
Cc1cc(=O)oc2cc(OCC(=O)OCC(=O)Nc3ccccc3F)ccc12,2%,-1%,0.8%,4%,-4%,
CCCCC(=O)N1CCCC(c2nc3c(nnn3Cc3cc(C)ccc3C)c(=O)[nH]2)C1 (configuration not stated),-1%,5%,i,-3%,28%,
Cc1cccc(CNC(=O)C2CCCN(c3nn4c(=O)cc(C)nc4s3)C2)c1 (configuration not stated),-6%,-9%,3.0%,-5%,-14%,
O=C(C[n+]1ccccn1)c1ccccc1,-4%,0%,0.7%,-7%,4%,
O=C1C=C(c2ccc(F)cc2OCc2ccccc2)C[C@@H](c2ccc(F)cc2)C1,.,15%,0.1%,3%,-6%,
O=C1CC(=O)N(c2cccc(F)c2)N1,-3%,31%,0.4%,-1%,42%,
COc1ccc(C(c2ccc(OC)cc2)C(Cl)(Cl)Cl)cc1,.,14%,1.6%,-8%,22%,
Cc1cccc(N2CCN(c3nc4ccc(Cl)cc4n4cnnc34)CC2)c1C,5%,4%,1.2%,-9%,.,
COc1ccc(/C=N/n2cnnc2)cc1Oc1nc(Cl)ncc1F,3%,7%,1.8%,-7%,5%,
COCCN(Cc1cc2cc3c(cc2nc1Cl)OCO3)C(=O)Nc1ccc(OC)cc1,-10%,1%,1.8%,-2%,7%,
CC(OC(=O)c1cccc(S(=O)(=O)N2CCCCCC2)c1)C(=O)Nc1ccc(S(N)(=O)=O)cc1 (configuration not stated),-2%,-6%,0.6%,-5%,8%,
COC(=O)/C=C/C1=CN(Cc2ccccc2)CCC1=O,.,8%,0.5%,0%,6%,
O=C(Cn1c(=O)c2cccn2c2ccccc21)NCCc1ccc(Cl)cc1,-23%,8%,i,-3%,4%,
COc1ccc(C2CC(C(F)(F)F)n3nc(C(=O)NCCCn4ccnc4)cc3N2)cc1OC (configuration not stated),15%,-4%,i,-4%,3%,
COc1cccc(CNC(=O)Cn2ccc3cc(S(=O)(=O)N4CCCC4)ccc32)c1OC,-14%,12%,2.1%,9%,20%,
CCC/C=N/Nc1nnc(Cc2ccc(OC)c(OC)c2)c(=O)[nH]1,-3%,-4%,0.2%,3%,-8%,
C/C(=N/Nc1ccc(C)cc1)C1(C)N(O)C(C)(C)C(c2ccco2)=[N+]1[O-] (configuration not stated),-5%,?,i,-11%,20%,
O=C(c1ccc(N2C(=O)C3CC=C(Cl)CC3C2=O)cc1)N1CCOCC1 (configuration not stated),-3%,1%,1.1%,3%,-3%,
O=C(NCc1csc(-c2ccccc2)n1)c1cc(F)cc2c1OCOC2,-8%,3%,6.5%,0%,23%,
SMILES,PhoP GFP inhibition,M. tuberculosis HTS,VEEV TC-83 Vero,H1N1 NS1A inhibition,M. tuberculosis,others
CCC(C)C(NC(=O)OC(C)(C)C)C(=O)NC(CC(C)C)C(N)=O (configuration not stated),6%,-3%,2.5%,-16%,-3%,
CCOC(=O)N1CCC(NC(=O)CN(C)S(=O)(=O)c2cc3c(cc2Cl)NC(=O)CO3)CC1,-8%,1%,2.1%,-1%,.,
Cc1ccc(S(=O)(=O)Oc2ccc(/C=C3/C(=N)N4C(=NC3=O)SN=C4S(C)(=O)=O)cc2)cc1,-31%,13%,2.1%,-1%,47%,
COc1ccc(NC(=O)/C(Cl)=C(/Cl)S(=O)(=O)Cc2ccc(C)cc2)cn1,.,.,7.7%,-1%,.,
Cc1cc2c(ncn2C)c(NS(=O)(=O)c2ccc(F)cc2)c1C,-9%,3%,0.5%,-1%,-1%,
C=CCNC(=S)Nc1sc2c(c1C(N)=O)CCCC2,5%,0%,2.6%,.,73%,
CC1CCN(CCCNC(=O)c2ccc(Cn3c(=S)[nH]c4ccc(Br)cc4c3=O)cc2)CC1,1%,?,.,.,26%,
Cc1ccccc1CSCC(=O)NCCSc1ccccn1,16%,-7%,0.8%,8%,21%,
CC(NCCc1ccc(S(N)(=O)=O)cc1)C(=O)NCCc1ccc(F)cc1 (configuration not stated),-1%,3%,0.2%,0%,1%,
CC1CCC(NC(=O)Cn2cc3c(n2)CCCC3)CC1 (configuration not stated),-13%,-10%,0.1%,10%,8%,
CCOc1cc(/C=C2\CCCc3c2nc2ccccc2c3C(=O)O)ccc1OC,i,3%,1.4%,-12%,-6%,
CCOC(=O)c1c(-c2ccc(F)cc2)csc1NC(=O)c1c(-c2ccccc2)noc1C,-5%,15%,9.9%,-3%,-9%,
O=C(COC(=O)c1cncc(Br)c1)NCc1ccco1,-17%,-4%,0.0%,-15%,11%,
Cc1ccc(S(=O)(=O)NC(=O)NCCCCNC(=O)NS(=O)(=O)c2ccc(C)cc2)cc1,11%,1%,1.3%,-5%,-9%,
Oc1ccc(/C=N/Nc2ccc(Cl)nn2)cc1O,-1%,9%,i,5%,-2%,
COC(=O)C1C2C=CC3(CN(c4cccc(Cl)c4)C(=O)C13)O2 (configuration not stated),-6%,-9%,0.2%,-2%,-37%,
CCOc1cc(NC(=O)c2ccccc2C)c(OCC)cc1NC(=O)C1=Cc2ccccc2OC1,0%,-8%,?,-4%,0%,
Cc1cccc(N(CC(=O)NC2CCCCC2)C(=O)c2c(C)noc2C)c1,2%,-6%,1.6%,0%,-10%,
O=C(c1ccccc1OCc1ccccc1Br)N1CCN(c2ncccn2)CC1,1%,-1%,i,-1%,19%,VEEV TC-83 Vero 10K pilot screen=1.0
O=C(CC(C(=O)O)c1ccc(Cl)cc1)c1ccc(Cl)c(Cl)c1 (configuration not stated),-9%,4%,i,-13%,20%,
CN1CCN(/N=C/c2ccc(Br)cc2)CC1,6%,2%,0.8%,-1%,3%,
O=C(Nc1ccccc1C(=O)N/N=C/c1ccccc1)c1ccco1,3%,2%,0.2%,-14%,39%,
COc1ccc(NC(=O)CSc2nc(O)cc(=O)n2-c2ccccc2)cc1,-2%,-4%,0.6%,14%,-7%,
O=C(CSc1ncccc1-c1nc2ccccc2[nH]1)Nc1ccc2c(c1)OCCO2,-4%,-6%,3.5%,11%,13%,
COc1ccc(OC)c(S(=O)(=O)Nc2cccnc2)c1,2%,-13%,2.0%,12%,1%,
SMILES,PhoP GFP inhibition,M. tuberculosis HTS,VEEV TC-83 Vero,H1N1 NS1A inhibition,M. tuberculosis,others
Cc1cccc(C2Nc3cccc4cccc(c34)N2)c1,9%,-3%,i,5%,7%,
COc1ccc(NC(=O)CCN2C(=O)[C@@H]3[C@H](C2=O)[C@H]2C=C[C@@H]3C2)cc1,-1%,-8%,7.1%,7%,-7%,
CCCC[C@@H]1CNCCN1CC1(c2ccccc2)CC1,-8%,10%,i,7%,41%,VEEV TC-83 Vero 10K pilot screen=0.0
CC(=O)N1CCN(S(=O)(=O)c2cccc(C(=O)OCC(=O)N(Cc3ccccc3)C(C)(C)C)c2)CC1,.,-12%,4.0%,-8%,8%,
Cc1ncsc1CCC(=O)N1CCCC(Nc2ccc(F)c(F)c2)C1 (configuration not stated),16%,0%,2.9%,-2%,-10%,
COCCN1Cc2cccc(C(=O)Nc3ccc(-c4nc5ccccc5[nH]4)cc3)c2C1=O,-1%,2%,i,15%,-4%,
COc1ccc(Br)cc1C(=O)N/N=C/c1ccc2c(c1)n(C)c(=O)n2C,-1%,-6%,0.9%,-10%,-26%,VEEV TC-83 Vero 10K pilot screen=1.8
Cc1nn(C)c2nc(-c3cccs3)cc(C(F)(F)F)c12,9%,-3%,0.7%,1%,0%,
CCOC(=O)c1cnc(SCc2ccc(C)cc2)nc1N,6%,15%,5.1%,3%,50%,

# Bioassay records (PubChem BioAssay)
